GRIN3A LBD mod: NR3A (human) ligand-binding domain modulation. NR3A LBD differential scanning fluorimetry, Tm shift; 0% = protein alone, 100% = glycine-bound protein. Tm shift relative to glycine control, % at 25 µM. 340,000 compounds, 2.5% hits. AID 1259313;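 active means melting temperature shift of at least 10% of the positive control shift, at one fixed dose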
APJ antag: APJ receptor antagonism. CHO-K1 APJ beta-arrestin complementation, luminescence. inhibition, % at 20 µM. 330,000 compounds, 0.32% hits;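 active means inhibition above about 40% at 20 µM, limit read from the data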;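 further: cells challenged with 10 nM apelin-13 agonist together with compound; plate controls were apelin-13 plus DMSO wells for no effect and DMSO wells lacking apelin-13 for full effect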
Target sequence (P35414 whole entry, looked up): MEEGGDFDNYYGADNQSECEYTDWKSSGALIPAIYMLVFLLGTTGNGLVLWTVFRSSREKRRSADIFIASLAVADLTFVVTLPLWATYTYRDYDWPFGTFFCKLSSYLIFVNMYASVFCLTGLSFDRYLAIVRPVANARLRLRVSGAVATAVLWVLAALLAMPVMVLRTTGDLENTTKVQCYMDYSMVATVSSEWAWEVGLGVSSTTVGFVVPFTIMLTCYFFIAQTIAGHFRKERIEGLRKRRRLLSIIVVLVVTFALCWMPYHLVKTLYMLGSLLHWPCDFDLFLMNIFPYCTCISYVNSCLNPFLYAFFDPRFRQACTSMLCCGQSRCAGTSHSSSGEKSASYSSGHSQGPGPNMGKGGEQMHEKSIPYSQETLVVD
MPTP block: permeability transition pore inhibition | 360,000 compounds, 1.4% hits | isolated mouse mitochondria, Ca2+ swelling absorbance, 30 min | inhibition, % at 10 µM | AID 602449;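 active means inhibition of 50% or more, scaled per plate between neutral and stimulator controls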;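 further: 0% = DMSO wells given calcium and 100% = 1 mM EGTA wells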
TIM10 inh: inhibits growth of TIM10 yeast strain; S. cerevisiae TIM10 strain growth, BacTiter-Glo luminescence, 24 h; inhibition, % at 10 µM; 330,000 compounds, 1.4% hits;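 active means inhibition of 40% or more at the single tested concentration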;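 further: wild-type TIM10 isogenic control strain grown at permissive 25 °C; 0% = DMSO yeast wells and 100% = minimal medium wells without yeast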
beta cell repl: MIN6 beta-cell proliferation induction; MIN6 cells proliferation, ATPlite luminescence, 48 h; cells starved in 0.2% serum; 100% = growth in 10% serum; AID 2380; proliferation, % at 10 µM; 330,000 compounds, 0.29% hits;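 active means compounds whose signal lies at least 3.5 SD above the mean of all wells on their plate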;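 further: 0% = DMSO-treated cells in low-serum medium and 100% = 10% serum control; some compounds called inactive have numbers as strong as hits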
NALP3 yeast inh: NALP3 inhibition in yeast; inhibition, % at 10 µM; AID 2825; 330,000 compounds, 0.39% hits; Yeast reconstituted NLRP3/ASC/caspase-1, beta-gal luminescence, 24 h;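 active means inhibition of 50% or more; inactive means inhibition below 50%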;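 further: plate controls were induced DMSO wells for no effect and uninduced yeast grown without galactose for full effect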
tim10-1 inh: tim10-1 yeast growth inhibition; S. cerevisiae tim10-1 ts strain growth, BacTiter-Glo, 24 h; inhibition, % at 20 µM; 330,000 compounds, 2.2% hits; AID 463190;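 active means inhibition of at least 40%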;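 further: mutant grown at 25 °C; 0% = DMSO wells with yeast and 100% = wells holding no yeast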
APJ agonist: agonists of human APJ apelin receptor; AID 2520; P35414; activation, % at 20 µM; CHO-K1 APJ PathHunter beta-arrestin, luminescence; 0% DMSO wells, 100% apelin; 330,000 compounds, 0.11% hits;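 active means activation more than six SD over the plate average, tested at 20 µM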;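 further: 0% = DMSO alone and 100% = apelin-13 at 10 nM; some results filed as inactive read as strong as hits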
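Test system: CHO-K1 APJ beta-arrestin complementation cell line. Amount: cell density 1000 per well. Controls: DMSO negative, 10 nM Apelin-13 positive. Signal: luminescent beta-gal fragment complementation, chemiluminescent substrate. Read-out basis: agonist-driven arrestin binding to APJ. Timing: compound stimulation 90 min at 25 °C, detection 60 min.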
tim23-1 inh: growth inhibitors of tim23-1 mutant yeast. S. cerevisiae tim23-1 growth, BacTiter-Glo luminescence, 24 h. 330,000 compounds, 1.3% hits. AID 463212. inhibition, % at 20 µM;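 active means growth inhibition of the mutant yeast at or above 50%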;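 further: temperature-sensitive mutant grown at 25 °C; plate controls were DMSO-treated mutant yeast for no effect and medium wells lacking yeast for full effect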
Numbers without * were called inactive.

`Cc1ccc(OCc2cc(C(=O)N(C)CCc3ccccc3)no2)cc1C` gave GRIN3A LBD mod -3.5, APJ antag 12.3, MPTP block 2.4, TIM10 inh 3.4, beta cell repl -3.5, NALP3 yeast inh 12.4, tim10-1 inh 5.7, APJ agonist -6.7 and tim23-1 inh 12.4.
`CCc1ccc(NC(=O)CSc2ccccn2)cc1` gave GRIN3A LBD mod 3.3, APJ antag 3.4, MPTP block 0.3, TIM10 inh 3.5, beta cell repl -5.1, NALP3 yeast inh 24.7, tim10-1 inh 6.0, APJ agonist -2.6 and tim23-1 inh 20.0.
Screening Cc1noc(C)c1CSCC(=O)N(C)CC(=O)Nc1ccc(Cl)cc1 returned GRIN3A LBD mod 3.3, APJ antag 18.5, MPTP block 1.0, TIM10 inh 6.0, beta cell repl 4.5, NALP3 yeast inh 8.0, tim10-1 inh -1.6, APJ agonist 4.3 and tim23-1 inh 0.2.
Screening CCN1CCN(S(=O)(=O)c2ccc(Cl)c(C(=O)N(C)Cc3ccc(F)cc3)c2)CC1 returned GRIN3A LBD mod -1.8, APJ antag 20.6, MPTP block -1.3, TIM10 inh 1.9, beta cell repl 2.6, NALP3 yeast inh 4.8, tim10-1 inh 14.1, APJ agonist -8.9 and tim23-1 inh 14.3.
`Cc1cc(C(=O)NNC(=S)NC(=O)/C=C/c2ccccc2Cl)n[nH]1` gave GRIN3A LBD mod 0.7, APJ antag 27.8, MPTP block 6.0, TIM10 inh 11.4, beta cell repl -3.7, NALP3 yeast inh 7.9, tim10-1 inh 28.1, APJ agonist -5.7 and tim23-1 inh 25.0.
Screening Cc1c(S(=O)(=O)N2CCc3ccccc3C2)c(=O)n(C)c(=O)n1C returned GRIN3A LBD mod -3.6, APJ antag 7.8, MPTP block -1.3, TIM10 inh -12.6, beta cell repl 3.3, NALP3 yeast inh 18.3, tim10-1 inh 0.4, APJ agonist -0.5 and tim23-1 inh 2.8.
`COc1cc(OC)cc(C(=O)NC(=S)Nc2nnn(C)n2)c1` gave GRIN3A LBD mod 3.7, APJ antag 18.8, MPTP block 1.7, TIM10 inh -18.1, beta cell repl -0.9, NALP3 yeast inh 31.7, tim10-1 inh -2.9, APJ agonist -7.8 and tim23-1 inh 16.2.
COc1cc(C#N)ccc1OCC(=O)N1CCc2ccccc2C1 was read as GRIN3A LBD mod -0.2, APJ antag 8.1, MPTP block 1.2, TIM10 inh 23.0, beta cell repl 0.0, NALP3 yeast inh 9.6, tim10-1 inh -6.7, APJ agonist -1.0 and tim23-1 inh 11.4.
For CCCCC(=O)NCCc1ccc(OC)cc1 the results were GRIN3A LBD mod -0.8, APJ antag 6.7, MPTP block 15.4, TIM10 inh -1.9, beta cell repl 0.0, NALP3 yeast inh 1.9, tim10-1 inh 19.4, APJ agonist 1.5 and tim23-1 inh 6.7.
CCOC(=O)c1c(C)[nH]c(C(=O)COC(=O)CN2C(=O)C3CCCCC3C2=O)c1C (stereo unspecified) was read as GRIN3A LBD mod 1.1, APJ antag 2.2, MPTP block 2.8, TIM10 inh 0.6, beta cell repl -2.9, NALP3 yeast inh 3.6, tim10-1 inh 19.2, APJ agonist -1.9 and tim23-1 inh 20.1.
Screening O/N=C/c1cn(-c2ccccc2)nc1-c1ccc2c(c1)OCCO2 returned GRIN3A LBD mod 1.7, APJ antag 2.3, MPTP block 1.2, TIM10 inh 40.0, beta cell repl 7.1*, NALP3 yeast inh 35.1, tim10-1 inh 16.1, APJ agonist -0.4 and tim23-1 inh -34.3.
COc1ccc(CNC(=O)C2CCN(S(=O)(=O)c3ccc4c(c3)CC(C)N4C(=O)C3CC3)CC2)cc1 (stereo unspecified) was read as GRIN3A LBD mod 3.2, APJ antag 11.2, MPTP block 0.5, TIM10 inh 13.9, beta cell repl 0.5, NALP3 yeast inh 14.5, tim10-1 inh 40.0, APJ agonist 1.6 and tim23-1 inh 38.4.
`COc1ccc(-c2nn(-c3ccccc3)cc2/C=N/n2cnnc2)cc1OC` gave GRIN3A LBD mod 0.1, APJ antag 6.8, MPTP block -0.5, TIM10 inh 11.7, beta cell repl -2.2, NALP3 yeast inh -10.2, tim10-1 inh 9.4, APJ agonist -1.0 and tim23-1 inh 8.4.
CCOc1ccc(-c2csc(N)c2C(=O)OC)cc1 was read as GRIN3A LBD mod 1.0, APJ antag 13.4, MPTP block -7.1, TIM10 inh 26.7, beta cell repl 2.9, NALP3 yeast inh 14.0, tim10-1 inh 35.6, APJ agonist -3.4 and tim23-1 inh 26.3.
For COc1cc(SC)ccc1C(=O)Nc1cccc(C)n1 the results were GRIN3A LBD mod 0.1, APJ antag 22.7, MPTP block 2.4, TIM10 inh 16.4, beta cell repl -3.8, NALP3 yeast inh 19.7, tim10-1 inh 34.3, APJ agonist -1.2 and tim23-1 inh 38.8.

5 records picked at random from those above, as already listed:
Screening Cc1noc(C)c1CSCC(=O)N(C)CC(=O)Nc1ccc(Cl)cc1 returned GRIN3A LBD mod 3.3, APJ antag 18.5, MPTP block 1.0, TIM10 inh 6.0, beta cell repl 4.5, NALP3 yeast inh 8.0, tim10-1 inh -1.6, APJ agonist 4.3 and tim23-1 inh 0.2.
Screening CCN1CCN(S(=O)(=O)c2ccc(Cl)c(C(=O)N(C)Cc3ccc(F)cc3)c2)CC1 returned GRIN3A LBD mod -1.8, APJ antag 20.6, MPTP block -1.3, TIM10 inh 1.9, beta cell repl 2.6, NALP3 yeast inh 4.8, tim10-1 inh 14.1, APJ agonist -8.9 and tim23-1 inh 14.3.
`Cc1ccc(OCc2cc(C(=O)N(C)CCc3ccccc3)no2)cc1C` gave GRIN3A LBD mod -3.5, APJ antag 12.3, MPTP block 2.4, TIM10 inh 3.4, beta cell repl -3.5, NALP3 yeast inh 12.4, tim10-1 inh 5.7, APJ agonist -6.7 and tim23-1 inh 12.4.
COc1ccc(CNC(=O)C2CCN(S(=O)(=O)c3ccc4c(c3)CC(C)N4C(=O)C3CC3)CC2)cc1 (stereo unspecified) was read as GRIN3A LBD mod 3.2, APJ antag 11.2, MPTP block 0.5, TIM10 inh 13.9, beta cell repl 0.5, NALP3 yeast inh 14.5, tim10-1 inh 40.0, APJ agonist 1.6 and tim23-1 inh 38.4.
For COc1cc(SC)ccc1C(=O)Nc1cccc(C)n1 the results were GRIN3A LBD mod 0.1, APJ antag 22.7, MPTP block 2.4, TIM10 inh 16.4, beta cell repl -3.8, NALP3 yeast inh 19.7, tim10-1 inh 34.3, APJ agonist -1.2 and tim23-1 inh 38.8.

Following part:
For CCCN(Cc1nnc(-c2ccccc2Cl)o1)C(=O)COc1ccc(Cl)cc1 the results were GRIN3A LBD mod -0.3, APJ antag -54.8, MPTP block 0.7, TIM10 inh -5.3, beta cell repl -4.7, NALP3 yeast inh 26.6, tim10-1 inh 5.9, APJ agonist -1.9 and tim23-1 inh 33.3.
For COc1ccc(N2C(=O)CS/C2=N\C(=S)Nc2ccccc2)cc1 the results were GRIN3A LBD mod 0.6, APJ antag 12.0, MPTP block 1.3, TIM10 inh -7.7, beta cell repl -3.8, NALP3 yeast inh 15.8, tim10-1 inh -2.7, APJ agonist -1.3 and tim23-1 inh -16.8.
`Cc1nn(C)c(C)c1S(=O)(=O)N1CCC(C(=O)NCCC2=CCCCC2)CC1` gave GRIN3A LBD mod -1.3, APJ antag 11.1, MPTP block -1.3, TIM10 inh -4.4, beta cell repl -2.3, NALP3 yeast inh -4.5, tim10-1 inh -7.9, APJ agonist -2.7 and tim23-1 inh -17.8.
Screening CCCc1nc2sc3c(c2c(=O)n1NC(=O)CCC(=O)O)CCCC3 returned GRIN3A LBD mod -2.0, APJ antag -9.5, MPTP block 0.2, TIM10 inh -7.4, beta cell repl 2.5, NALP3 yeast inh 9.8, tim10-1 inh -0.1, APJ agonist 1.3 and tim23-1 inh 24.2.
For CC(C)(C)NS(=O)(=O)c1ccc(CCC(=O)N2CCOCC2)cc1 the results were GRIN3A LBD mod -1.9, APJ antag -0.1, MPTP block -1.4, TIM10 inh 1.6, beta cell repl -2.7, NALP3 yeast inh -12.4, tim10-1 inh 1.7, APJ agonist -0.2 and tim23-1 inh 0.6.
For CCOC(=O)CSC1=C(C#N)C(C)C2=C(CCCC2=O)N1 (stereo unspecified) the results were GRIN3A LBD mod 4.0, APJ antag -19.3, MPTP block 0.0, TIM10 inh -4.3, beta cell repl -3.7, NALP3 yeast inh -11.9, tim10-1 inh 9.3, APJ agonist -2.6 and tim23-1 inh 2.1.
`Cc1ccccc1-c1nc(S(=O)(=O)c2ccccc2)c(N2CCCC2)o1` gave GRIN3A LBD mod -1.5, APJ antag 14.5, MPTP block 0.2, TIM10 inh 28.4, beta cell repl -0.9, NALP3 yeast inh -27.3, tim10-1 inh 19.4, APJ agonist -0.3 and tim23-1 inh 26.2.
For COc1ccc2c(c1OC)C(=O)N(c1cccc(/C=C/C(=O)O)c1)C2 the results were GRIN3A LBD mod 0.9, APJ antag 6.2, MPTP block 2.0, TIM10 inh 5.0, beta cell repl -6.7, NALP3 yeast inh 14.6, tim10-1 inh 25.5, APJ agonist -3.0 and tim23-1 inh 25.0.
CCc1nnc(NC(=O)c2ccc3c(=O)n4c(nc3c2)CCCCC4)s1 was read as GRIN3A LBD mod 1.2, APJ antag 0.8, MPTP block 1.5, TIM10 inh 3.1, beta cell repl -2.3, NALP3 yeast inh 0.9, tim10-1 inh 4.0, APJ agonist -3.9 and tim23-1 inh -5.2.
Screening C/C(=N\NC(=O)c1cc(C(C)C)[nH]n1)c1ccco1 returned GRIN3A LBD mod -0.2, APJ antag 17.8, MPTP block 1.5, TIM10 inh 5.8, beta cell repl -3.1, NALP3 yeast inh 4.5, tim10-1 inh 24.0, APJ agonist -3.8 and tim23-1 inh 9.6.
O=C(COC(=O)CC1c2ccccc2CCN1S(=O)(=O)c1ccc(F)cc1)Nc1ccccc1 (stereo unspecified) was read as GRIN3A LBD mod 2.1, APJ antag 6.2, MPTP block -0.1, TIM10 inh 10.4, beta cell repl 0.0, NALP3 yeast inh -13.7, tim10-1 inh 31.4, APJ agonist -1.7 and tim23-1 inh 15.5.
O=c1c2ccccc2n(Cc2ccc(F)cc2)c(=O)n1C1CCCC1 was read as GRIN3A LBD mod -2.1, APJ antag -0.3, MPTP block 2.9, TIM10 inh 15.4, beta cell repl -3.8, NALP3 yeast inh -2.0, tim10-1 inh 28.1, APJ agonist 0.0 and tim23-1 inh 33.8.
For Cc1ccccc1NC(=O)c1ccno1 the results were GRIN3A LBD mod 2.8, APJ antag -17.4, MPTP block -0.1, TIM10 inh -4.0, beta cell repl 0.0, NALP3 yeast inh 3.2, tim10-1 inh 12.0, APJ agonist 0.3 and tim23-1 inh 5.2.

Screening results as filed in PubChem.
